Compound activity (PubChem BioAssay)
MEKK2mut PB1 HTS: signal of MEK5 binding to mutant human MEKK2 PB1 domain; bead flow cytometry, Alexa488-MEK5 binding to MEKK2 mutant; percent response, % at 10 µM; hit rate 0.35% among 290,000; AID 1530; in the data active = percent response above about 24%, passing the limit was not always enough; also: inactives centre near 1; some results filed as inactive read as strong as hits; reference of the scale not given here
NALP1 yeast inh: blocks the NALP1 inflammasome reconstituted in yeast. inhibition, % at 10 µM. hit rate 0.61% among 280,000. S. cerevisiae NALP1/ASC/caspase-1 growth, X-gal OD620, 72 h; in the data active = inhibition mostly above about 24%, no sharp cut-off; inactive = mostly below about 32%; also: some compounds called inactive have numbers as strong as hits
MEKK2wt PB1 HTS: raises or lowers MEK5 binding to wildtype human MEKK2 PB1 domain. bead flow cytometry, Alexa488-MEK5 binding to MEKK2 WT; actives lie on both sides. binding response (% of control), % at 10 µM. hit rate 1.1% among 290,000. AID 1531; in the data active = binding response below about 67% or above about 130%
V1R ag counter: V1a receptor agonism, counter-screen for OXTR agonists. P37288. CHO-V1R cells, Fluo-8 calcium fluorescence, agonist mode; 0% DMSO, 100% 3 nM vasopressin. activation, % at 3 µM. hit rate 0.25% among 320,000;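 active = activation above the mean activation of all tested compounds plus 3 SD, per screening run, cut at about 20% in these data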;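 also: signal is peak over basal fluorescence ratio across a 100 second FLIPR read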
OXTR ag: activates the human oxytocin receptor | CHO-OTR cells, Fluo-8 calcium fluorescence; normalized: DMSO 0%, oxytocin 100% | activation, % at 3 µM | hit rate 0.32% among 320,000 | AID 2435;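 active = activation above the mean of all tested compounds plus 3 SD, cutoff set per screening run, cut at about 20% in these data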;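 also: peak over basal fluorescence ratio from a 100 s FLIPR kinetic read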
PHOSPHO1 inh: PHOSPHO1 (human) inhibition; Q8TCT1; recombinant PHOSPHO1, absorbance phosphatase assay; inhibition, % at 13.3 µM; hit rate 1.1% among 290,000; AID 1565; in the data active = inhibition above about 60%
Target sequence (Q8TCT1 whole entry, looked up): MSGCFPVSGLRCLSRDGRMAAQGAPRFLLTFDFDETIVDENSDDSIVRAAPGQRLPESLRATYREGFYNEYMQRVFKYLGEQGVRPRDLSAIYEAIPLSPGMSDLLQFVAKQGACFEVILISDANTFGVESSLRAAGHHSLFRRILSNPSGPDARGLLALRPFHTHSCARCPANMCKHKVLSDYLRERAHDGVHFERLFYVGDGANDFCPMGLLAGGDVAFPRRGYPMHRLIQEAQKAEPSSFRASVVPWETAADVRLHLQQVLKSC
GalR3 antag: human GalR3 antagonism. O60755. HEK293 GalR3-CNG cAMP membrane potential fluorescence; galR3 body fused to GalR1 C-terminus. inhibition, % at 3 µM. hit rate 0.44% among 360,000;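 active = inhibition above the screen-wide average plus 3 SD, cut at about 13% in these data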;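 also: forskolin and galanin both at EC90 stimulate the cells; cAMP rise reported by CNG channel membrane potential dye signal; 0% = forskolin plus galanin with DMSO and 100% = forskolin alone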
Target sequence (O60755 1-299 limits assumed): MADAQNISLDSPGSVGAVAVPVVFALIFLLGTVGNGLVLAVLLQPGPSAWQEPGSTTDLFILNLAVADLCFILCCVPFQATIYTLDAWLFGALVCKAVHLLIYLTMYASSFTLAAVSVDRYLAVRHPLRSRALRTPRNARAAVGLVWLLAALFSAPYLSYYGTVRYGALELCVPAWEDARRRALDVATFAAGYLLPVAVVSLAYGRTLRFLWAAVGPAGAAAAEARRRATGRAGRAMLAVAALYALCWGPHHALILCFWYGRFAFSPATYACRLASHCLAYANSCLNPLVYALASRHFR
GPR7 antag: human neuropeptides B/W receptor 1 antagonism; P48145; GPR7-expressing cells, fluorescence antagonist assay; inhibition, % at 4.4 µM; hit rate 1.1% among 290,000; in the data active = inhibition above about 16%, passing the limit was not always enough;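 also: cells stimulated with the agonist NPW; 0% = agonist with vehicle and 100% = vehicle without agonist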
MEKK3 PB1 HTS: MEKK3-MEK5 PB1 interaction, increase or decrease; hit rate 1.4% among 290,000; AID 1529; binding response (% of control), % at 10 µM; Q99759; bead-based flow cytometry, Alexa488-MEK5 binding to MEKK3; actives lie on both sides; 0 = blocked by unlabeled MEK5, 100 = vehicle;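 active = binding response more than 3 SD above or below the average of its plate-row segment, actives on both sides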;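 also: Alexa488 bead fluorescence after subtracting the streptavidin-only scavenger bead signal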
The depositor's hits bear a star; . = no result given. Rows were taken by chance, and some 5.4% of all compounds hit somewhere here.

Codes – A = MEKK2mut PB1 HTS; B = NALP1 yeast inh; C = MEKK2wt PB1 HTS; D = V1R ag counter; E = OXTR ag; F = PHOSPHO1 inh; G = GalR3 antag; H = GPR7 antag; I = MEKK3 PB1 HTS
> CCOC(=O)N1CCN(C(=O)COc2cc(=O)n(CC)c3ccccc23)CC1
  A = 2.0 | B = 1.6 | C = 105.0 | D = 0.3 | E = 1.8 | F = 4.6 | G = -3.3 | H = -6.7 | I = 104.0
> Cc1cc(/C=N\NC(=O)COc2cccc3cccnc23)c(C)n1-c1ccc(Br)cc1
  A = -2.0 | B = 36.1 | C = 95.0 | D = -0.3 | E = -2.0 | F = -2.5 | G = -6.7 | H = -11.4 | I = 109.0
> N#Cc1ccc(OCC(=O)OCCCOC(=O)COc2ccc(C#N)cc2)cc1
  A = 14.0 | B = 1.0 | C = 111.0 | D = 14.5 | E = 10.1 | F = 37.0 | G = -0.1 | H = -4.9 | I = 106.0
> O=C(CSc1nnnn1-c1cccc2ccccc12)Nc1ccc(N2CCOCC2)c(Cl)c1
  A = 5.0 | B = 0.1 | C = 118.0 | D = 0.8 | E = 0.9 | F = 0.3 | G = -4.7 | H = -10.9 | I = 108.0
> Cc1cccc(N2CCN(C(=O)CCNC(=O)Cn3ccc4ccccc4c3=O)CC2)c1C
  A = -9.0 | B = 11.2 | C = 88.0 | D = 3.5 | E = 0.3 | F = 20.8 | G = -2.0 | H = 0.7 | I = 86.0
> CCC1CCCCN1CC(=O)Nc1cc(C)nn1-c1nc(C)cc(C)n1 (configuration not stated)
  A = 10.0 | B = 15.2 | C = 109.0 | D = -0.7 | E = -2.1 | F = 14.7 | G = -5.8 | H = -0.2 | I = 109.0
> COc1ccc(OCC(=O)Nc2ccc(NC(=O)c3ccco3)c(C)c2)cc1
  A = 1.0 | B = 17.3 | C = 102.0 | D = . | E = . | F = 30.7 | G = -6.0 | H = -24.0 | I = 105.0
> CC(NC(=O)CNC(=O)Cc1cccc2ccccc12)c1ccc(S(N)(=O)=O)cc1 (configuration not stated)
  A = 1.0 | B = -3.0 | C = 99.0 | D = . | E = . | F = 9.6 | G = -0.6 | H = -10.8 | I = 101.0
> Cc1cc(Br)ccc1NC(=O)CN1C(=O)C2C3CC(c4ccccc4)C(C3)C2C1=O (configuration not stated)
  A = . | B = 6.2 | C = . | D = 6.5 | E = 13.5 | F = 32.5 | G = -5.9 | H = 21.2 | I = .
> COc1ccc(C(=O)NC(=S)Nc2ccc(N3CCOCC3)cc2)cc1Cl
  A = -1.0 | B = 0.3 | C = 102.0 | D = 6.0 | E = 4.3 | F = 12.0 | G = -7.0 | H = -2.3 | I = 101.0
> O=C1CN(S(=O)(=O)c2ccc(Cl)cc2)c2ccccc2N1
  A = 6.0 | B = -15.5 | C = 103.0 | D = 0.0 | E = 0.3 | F = . | G = -9.9 | H = -12.4 | I = 104.0
> CC(c1ccccc1)C1NC(C(=O)O)CS1 (configuration not stated)
  A = 7.0 | B = 9.1 | C = 98.0 | D = 1.1 | E = -0.3 | F = 11.2 | G = 1.6 | H = -3.0 | I = 99.0
> CCNc1nc(NC(C)C)nc(N2CC(=O)N(CC(=O)OCC)C2=N)n1
  A = -4.0 | B = 36.2 | C = 83.0 | D = 0.4 | E = -1.3 | F = 21.5 | G = -10.7 | H = -9.4 | I = 85.0
> O=C(NCc1ccc2c(c1)OCO2)C1CC(=O)N(C2CCCCCC2)C1 (configuration not stated)
  A = 3.0 | B = -13.7 | C = 104.0 | D = 0.3 | E = -1.0 | F = -9.8 | G = -2.1 | H = -4.8 | I = 106.0
> CCC1CN(C(=O)N2CCC(C(=O)NCc3ccc(C)o3)CC2)c2ccccc2O1 (configuration not stated)
  A = 3.0 | B = 1.2 | C = 105.0 | D = 3.9 | E = 3.6 | F = 32.9 | G = -8.2 | H = -13.3 | I = 101.0
> CC1Cc2ccccc2N1S(=O)(=O)c1cccc(C(=O)NCCCO)c1 (configuration not stated)
  A = 17.0 | B = -12.2 | C = 109.0 | D = 1.7 | E = 1.3 | F = -16.4 | G = 1.5 | H = -5.4 | I = 112.0
> CCN(CC)c1ccc(/C=N/NC(=O)c2cnccn2)cc1
  A = -1.0 | B = 3.1 | C = 98.0 | D = . | E = . | F = -8.2 | G = 8.9 | H = -4.3 | I = 96.0
> C=CCN1C(=O)C(O)(CC(=O)c2ccco2)c2cc(Br)ccc21 (configuration not stated)
  A = 1.0 | B = 16.0 | C = 89.0 | D = 1.8 | E = 0.2 | F = 8.1 | G = . | H = -5.0 | I = 103.0
> O=C(O)C1C2C=CC(C2)C1C(=O)NCc1ccoc1 (configuration not stated)
  A = . | B = 34.8 | C = . | D = 0.7 | E = -0.5 | F = 14.3 | G = -1.4 | H = -0.5 | I = .
> CCCN(C(=O)C1CCCN(c2ncnc3c2nc2n3CCCCC2)C1)c1ccc(F)cc1 (configuration not stated)
  A = 3.0 | B = 1.3 | C = 99.0 | D = -1.3 | E = -2.8 | F = 27.9 | G = -3.3 | H = -16.9 | I = 100.0
> CN(C(=O)c1ccccn1)C1(C(=O)NC2CCCCC2)CCCCC1
  A = 2.0 | B = 1.4 | C = 101.0 | D = -0.8 | E = -0.4 | F = 10.7 | G = -4.9 | H = 7.0 | I = 98.0
> O=C(/C=C/NNC(=O)c1cccc(Br)c1)c1ccccc1
  A = 8.0 | B = 1.4 | C = 95.0 | D = -0.3 | E = -1.2 | F = 9.4 | G = -3.7 | H = 4.0 | I = 103.0
> Cc1cc(C(F)(F)F)n2nc(C)c(-c3ccc(Cl)cc3)c2n1
  A = 2.0 | B = 12.8 | C = 104.0 | D = -0.1 | E = -1.8 | F = 7.2 | G = -1.3 | H = -13.2 | I = 103.0
> N#C/C(=C(/O)CSc1ncn[nH]1)c1nc2ccccc2[nH]1
  A = 1.0 | B = -2.2 | C = 110.0 | D = 0.2 | E = 0.3 | F = 30.5 | G = -1.4 | H = -7.1 | I = 115.0
> O=C(CCc1ccccc1)NCc1ccc2c(c1)OCO2
  A = 10.0 | B = -7.1 | C = 111.0 | D = -0.8 | E = -0.9 | F = 24.1 | G = -5.2 | H = -14.9 | I = 108.0
> CNC(=O)NC(=O)C(NC1CCCc2ccccc21)c1ccccc1 (configuration not stated)
  A = -6.0 | B = 2.4 | C = 93.0 | D = -0.3 | E = -1.3 | F = 34.8 | G = -9.4 | H = -1.9 | I = 95.0

Laid out differently: 9 of the compounds above.
| SMILES | MEKK2mut PB1 HTS | NALP1 yeast inh | MEKK2wt PB1 HTS | V1R ag counter | OXTR ag | PHOSPHO1 inh | GalR3 antag | GPR7 antag | MEKK3 PB1 HTS |
| --- | --- | --- | --- | --- | --- | --- | --- | --- | --- |
| C=CCN1C(=O)C(O)(CC(=O)c2ccco2)c2cc(Br)ccc21 (configuration not stated) | 1.0 | 16.0 | 89.0 | 1.8 | 0.2 | 8.1 | . | -5.0 | 103.0 |
| O=C(O)C1C2C=CC(C2)C1C(=O)NCc1ccoc1 (configuration not stated) | . | 34.8 | . | 0.7 | -0.5 | 14.3 | -1.4 | -0.5 | . |
| CCCN(C(=O)C1CCCN(c2ncnc3c2nc2n3CCCCC2)C1)c1ccc(F)cc1 (configuration not stated) | 3.0 | 1.3 | 99.0 | -1.3 | -2.8 | 27.9 | -3.3 | -16.9 | 100.0 |
| CN(C(=O)c1ccccn1)C1(C(=O)NC2CCCCC2)CCCCC1 | 2.0 | 1.4 | 101.0 | -0.8 | -0.4 | 10.7 | -4.9 | 7.0 | 98.0 |
| O=C(/C=C/NNC(=O)c1cccc(Br)c1)c1ccccc1 | 8.0 | 1.4 | 95.0 | -0.3 | -1.2 | 9.4 | -3.7 | 4.0 | 103.0 |
| Cc1cc(C(F)(F)F)n2nc(C)c(-c3ccc(Cl)cc3)c2n1 | 2.0 | 12.8 | 104.0 | -0.1 | -1.8 | 7.2 | -1.3 | -13.2 | 103.0 |
| N#C/C(=C(/O)CSc1ncn[nH]1)c1nc2ccccc2[nH]1 | 1.0 | -2.2 | 110.0 | 0.2 | 0.3 | 30.5 | -1.4 | -7.1 | 115.0 |
| O=C(CCc1ccccc1)NCc1ccc2c(c1)OCO2 | 10.0 | -7.1 | 111.0 | -0.8 | -0.9 | 24.1 | -5.2 | -14.9 | 108.0 |
| CNC(=O)NC(=O)C(NC1CCCc2ccccc21)c1ccccc1 (configuration not stated) | -6.0 | 2.4 | 93.0 | -0.3 | -1.3 | 34.8 | -9.4 | -1.9 | 95.0 |
